LDHA block – LDHA (human) enzyme inhibition | P00338 | AID 1347041 | purified LDHA, NADH/diaphorase-resazurin fluorescence; stronger effect = lower value | actives 0.15% (n = 480,000) | activity change, % (values are at about 110 or 230 µM); in the data active means activity change below about -30%;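 further: plate controls were DMSO wells for no effect and wells without enzyme for full effect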
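Human LDH5 at 2 nM final in Tris HCl pH 7.4 with 0.06 mM NADH and 0.2 mM pyruvate, reacted 5 minutes at room temperature. Remaining NADH coupled via diaphorase/resazurin; resorufin fluorescence read at 0 and 20 minutes, normalized to enzyme-free and DMSO wells.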
Starred values were filed as active, the others as inactive; & = joins results of further samples. A portion of the library; the hit share may differ from the screen's.

structure	LDHA block
Cc1ccc(-c2cnc(CCC(=O)Nc3cccc(C)c3C)o2)cc1	-2
Cc1cccc(C)c1NC(=O)C(c1ccc(-c2ccccc2)cc1)n1c(=O)c(-c2cc3ccccc3[nH]2)nc2ccccc21 (configuration not stated)	-3
Cc1ccc(CN(C)C(=O)Cc2c(C)nc3ccccc3c2C)o1	2
O=C(CCCCCCCC(=O)N/N=C/c1ccc(Cl)cc1)N/N=C/c1ccc(Cl)cc1	2
Cc1cccc(C)c1-n1nnnc1C1c2ccccc2C(=O)N1CCOc1ccccc1 (configuration not stated)	-1
Cc1cc(Nc2cccc(Cl)c2)nc2ccc(NC(=O)CCC3CCCC3)cc12	1
O=C(c1ccco1)N1CCN(C(=O)C2CCN(c3nnc(N4CCCCC4=O)s3)CC2)CC1	1
CCOC(=O)c1cnc2ccc(OCC)cc2c1Nc1ccccc1OC	1
COc1ccc2c(c1)CCC/C2=N\OC(=O)c1cc(Cl)ccc1SC	14
CCCCCNC(=O)C(CCc1ccccc1)n1c(=O)c(-c2ccccc2)nc2ccccc21 (configuration not stated)	4
CC(C)=C/C(C)=N/Nc1ccc(S(N)(=O)=O)cc1[N+](=O)[O-]	1
COc1ccc(C2c3c(ncn(Cc4ccccc4)c3=N)Oc3ccc4ccccc4c32)cc1OC (configuration not stated)	0
Cc1nc(NC(=O)C2CC(=O)N(CC(C)C)C2)sc1C (configuration not stated)	-1
Cc1ccc(S(=O)(=O)Oc2ccc(Cl)cc2C2C3=C(CCCC3=O)OC3=C2C(=O)CCC3)cc1	10
N#Cc1nc(Nc2cc(F)cc(F)c2)nc(Nc2cc(F)cc(F)c2)n1	-2
CNC(=O)NC(=O)CCCN1CCN(c2oc(C3CC3)nc2C#N)CC1	6
Cc1ccc(CNC(=O)c2cccc(-c3ccc(S(=O)(=O)N4CCCCC4)cc3)c2)cc1	-7
Cc1noc(CSc2ccccc2C(=O)N2CCC(C)CC2)n1	1
NC(=O)CCN(C(=O)c1cccc(C(F)(F)F)c1)c1ccccc1	-1
Cc1cc(OCC(=O)OCC(=O)c2ccc3c(c2)CCC3)ccc1Cl	2

A different layout for some results above:
COc1ccc(C2c3c(ncn(Cc4ccccc4)c3=N)Oc3ccc4ccccc4c32)cc1OC (configuration not stated)
  LDHA block: 0

Cc1nc(NC(=O)C2CC(=O)N(CC(C)C)C2)sc1C (configuration not stated)
  LDHA block: -1

Further structures follow.
structure	LDHA block
Cc1cc(C)c2c(=O)n(Cc3ccc(Cl)cc3)c(=O)n(-c3ccccc3)c2n1	-2
O=C(O)c1ccc(C(=O)O)nc1	16
Cc1c(NC(=O)CCC(C)C)cccc1C(=O)N1CCc2sccc2C1	-19
Cc1cccc(Cn2c(N3CCN(Cc4c(F)cccc4Cl)CC3)nc3c2c(=O)[nH]c(=O)n3C)c1	-6
O=C(NCc1ccncc1)c1cc(-c2ccc(F)cc2)nc2ccccc12	-4
O=C(CSc1ncnc2ccccc12)Nc1c(Cl)cccc1Cl	-5
COC(=O)C(C(=O)OC)C1CCCCC1NS(=O)(=O)c1ccc(C)cc1 (configuration not stated)	-3
O=C(NCC[C@H]1CC[C@@H](NC(=O)C2CCOCC2)[C@@H](CO)O1)Nc1ccc(Cl)cc1	3
Cc1ccc(/C=N/NC(=O)CCc2ccccc2)cc1	11
CCCn1c(C)cc(C(=O)COC(=O)c2cc3ccccc3oc2=O)c1C	1
Cc1ccc(-c2[nH]c3ccccc3c2C)cc1	1
N#CCCN(C(=O)COc1ncnc2sc3c(c12)CCCC3)c1ccccc1	3
COc1ccc(C(=O)/C=C/c2cccc(OC(=O)C3CC3)c2)cc1	20
COc1ccc2c(C)c(CC(=O)NCc3ccc(F)cc3)c(=O)oc2c1C	1
COC1/C=C\OC2(C)Oc3c(C)c(O)c4c(c3C2=O)C2(C=C(NC(=O)/C(C)=C\C=C/C(C)C(O)C(C)C(O)C(C)C(OC(C)=O)C1C)C4=O)OCC(=O)O2 (configuration not stated)	106
COc1ccc(CNC(=O)c2scnc2C)cc1	5
FC(F)(F)c1ccc(Sc2ccc(C(F)(F)F)cn2)nc1	3
Cc1ccc(C(=O)c2ccccc2C(=O)OCc2ccccc2C#N)cc1	8
Cc1ccc(C2CC(=O)C3=C(C2)OC(N)=C(C#N)C3c2ccc(F)cc2)cc1 (configuration not stated)	7
O=C(Nc1ccc(C23CC4CC(CC(C4)C2)C3)cc1)c1ccc2ncsc2c1	1
CCc1ccccc1N/N=C(/c1ccccc1)c1ccc(Br)cc1	15
Cc1ccc(S(=O)(=O)CCC(=O)OCC(=O)c2ccc3c(c2)-c2ccccc2C3)cc1	11
CC(C)NC(=O)CN(C)Cc1coc(-c2ccc(Cl)cc2)n1	6
COCCn1c(C)cc(C(=O)Cn2nc(C)c(C)c(C#N)c2=O)c1C	7
Cc1cccc(OC(=O)C(c2ccccc2)c2ccccc2)c1	8
CCCCCc1ccc(-c2ccc(C(=O)Oc3ccc(OCCCC)cc3)cc2)nc1	-1
COc1ccc(S(=O)(=O)N2CCC[C@@H]2C(=O)N2CCC[C@H]2C(=O)NCc2ccncc2)cc1C	-2
Cc1cccc(C)c1NC(=O)CN(C)CC(=O)NC(=O)NCc1ccccc1	0
O=C(NC1CCCC1)C1C(c2ccc(C(F)(F)F)cc2)=Nc2ccccc2N1C(=O)c1cccc(C(F)(F)F)c1 (configuration not stated)	-6
O=C(CC12CC3CC(CC(C3)C1)C2)Nc1ccc(-c2nc3ccccc3o2)cc1	5
CC1Cc2cc(S(=O)(=O)NCCC(=O)NCc3ccco3)ccc2N1C(=O)C1CC1 (configuration not stated)	-2
COc1ccc(C23CC4CC(CC(C(=O)Nc5nc(C)cs5)(C4)C2)C3)cc1	11
COc1ccc(COCC(O)COc2ccccc2-c2nc3ccccc3s2)cc1 (configuration not stated)	-4
CCCn1nc(C(=O)OCC(=O)c2cc(C)n(Cc3ccc(F)cc3)c2C)c2ccccc2c1=O	-18
Cc1ccc(S(=O)(=O)N2CC3C(=O)C[C@@H](c4ccccc4)N(S(=O)(=O)c4ccc(CCCOCCOCCNC(=O)OC(C)(C)C)cc4)C3CC2c2ccccc2)cc1 (some centres not stated)	-2
CC(C1=C(O)CC(C)(C)CC1=O)C1=C(O)CC(C)(C)CC1=O	4
CCN(CC)C(=O)C(c1ccccc1)N1CCN(S(=O)(=O)c2cccs2)CC1 (configuration not stated)	5
CCCn1nc(C(=O)OCC(=O)Nc2ccc(C)c(C)c2)c2ccccc2c1=O	2
Cc1cc2c(cc1C)CSC(c1cc(Cl)ccc1O)SC2	2
Cc1ccc(CNC(=O)CC2C=CCC2)s1 (configuration not stated)	-1
CN(Cc1ccsc1)C(=O)CC1CCCC1	3
Cc1cc2cc(NS(=O)(=O)c3cc(F)ccc3F)ccc2[nH]1	1
O=C(CSC1CCCC1)NCCc1cccs1	4
COc1ccc(NC(=O)CCc2nc(-c3ccc(C)cc3)no2)cc1S(=O)(=O)N1CCOCC1	7
O=C(CCc1ccccc1)Nc1cccc2cccnc12	5
O=C(O)c1cc(-c2ccccn2)nc2ccccc12	-2&2
CCc1cc2c(=O)c(-c3nncn3-c3ccccc3)coc2cc1OCC(=O)NCC(=O)O	1
COC[C@@H]1CCCN1c1ccc2c(c1)O[C@@H](COCc1ccccc1)CN([C@H](C)c1ccccc1)S2(=O)=O	-6
Cc1ccc(C(=O)NCC(=O)NCCN2CCc3ccccc3C2)cc1	2
COc1cc(CN(C(=O)c2ccc3c(c2)NC(=O)CO3)C2CC2)ccc1OC(F)F	-1
O=c1cc(CSc2nnnn2-c2ccccc2)[nH]n1-c1ccc(F)cc1	0
COCC(C)n1c(C)cc(C(=O)Cn2cnc3c2c(=O)n(C)c(=O)n3C)c1C (configuration not stated)	9
Cc1csc(NC(=O)c2occc2-c2ccccc2)n1	2
COc1cccc(NC(=O)c2ncoc2-c2ccc(OC)c(OC)c2)c1	-6
CNc1nnc(SCc2ncc(-c3ccccc3)o2)s1	-2
Cc1nc(-c2ccc(CCNC(=O)c3nccnc3N)s2)cs1	5
CC(=O)NCCCNC(=O)c1cc(-c2ccccc2)nc2ccccc12	0
Cc1onc(-c2ccccc2)c1-c1nnc(CSc2nnnn2C(C)(C)C)o1	1
CCOC(=O)C1=CCC(c2ccccc2)N(S(=O)(=O)c2ccc(C)cc2)[C@H]1CC (some centres not stated)	-3
COc1ccccc1C(=O)N1CCN(c2oc(-c3ccc(Cl)cc3)nc2C#N)CC1	3

Pulled by compound from the list above, two records:
structure	LDHA block
O=C(O)c1cc(-c2ccccn2)nc2ccccc12	-2&2
O=C(CSC1CCCC1)NCCc1cccs1	4

Next results.
structure	LDHA block
Cc1ccc(-n2cccc2/C=C(/C#N)c2ccc(F)cc2)cc1	4
Cc1cccc(NC(C)C(=O)Nc2sccc2C#N)c1C (configuration not stated)	5
Nc1nnnn1Cc1nnc(SCc2cccc(Cl)c2)n1-c1ccccc1	1
COc1ccc(NC(=O)COc2ccccc2C)c2cccnc12	1
CC(C)C(C)NC(=O)c1ccc(CNC(=O)OC(C)(C)C)cc1 (configuration not stated)	2
CC/C=C(/C)C(=O)NCc1ccc(C)s1	2
COc1ccc(CNC(=O)c2csc(NCc3ccccc3)n2)cc1	-7
Cn1cc(S(=O)(=O)N2CCC(C(=O)Nc3ccccc3OC(F)F)CC2)cc1C(N)=O	2
COc1ccc(NC(=O)c2nn(C3CCS(=O)(=O)C3)c3c2CCCC3)cc1 (configuration not stated)	0
Cc1cc2c(s1)c1cnn(Cc3ccc(SC(F)(F)F)cc3)c(=O)c1n2C	-5
Cc1ccc2c(COC(=O)c3cccc(S(=O)(=O)N(C)C)c3)cc(=O)oc2c1	-2
COc1ccc(-c2nc(CS(=O)CC(=O)N3CCOCC3)c(C)o2)cc1 (configuration not stated)	-13
Cc1ccc2[nH]cc(CCNC(=O)c3cccc4ccccc34)c2c1	1
Cn1nc(C(=O)Nc2cc(Cl)ccc2N2CCCCC2)c2ccccc2c1=O	-1
COC(=O)C[C@H]1CC[C@H](NC(=O)Nc2ccccc2F)[C@@H](CO)O1	-10
COc1ccc(C2CC(=O)Nc3c2c(C)nn3-c2ncnc3nc[nH]c23)cc1O (configuration not stated)	6
Cc1ccc(C(=O)NC(c2ccc3c(c2)OCCCO3)C(C)C)cn1 (configuration not stated)	11
C=CCN(CC(F)(F)F)C(=O)c1nc(-c2ccccc2)n(-c2ccccc2)n1	5
Cn1cnnc1-c1cccc(NC(=O)c2ccc3c(c2)OCO3)c1	6
CC(Nc1ncccc1[N+](=O)[O-])c1ccc(Cl)cc1Cl (configuration not stated)	-1
COc1cc(C2C3=C(CCCC3=O)OC3=C2C(=O)CCC3)ccc1OS(=O)(=O)c1ccc(C)cc1	-3
CC(OC(=O)Cn1cnc2c1c(=O)n(C)c(=O)n2C)C(=O)Nc1ccc(F)cc1 (configuration not stated)	-10
CCCOc1ccc(NC(=O)C(CC)Oc2ccc(F)cc2)c2cccnc12 (configuration not stated)	17
CC1=C(NC(=O)c2ccccc2)C(c2c[nH]c3ccccc23)n2ncnc2N1 (configuration not stated)	14
O=C(O)C(Sc1nccc2ccccc12)c1ccccc1 (configuration not stated)	28
CCCCn1nc(C(=O)N(Cc2ccc3c(c2)OCO3)C2CCCC2)c2ccccc2c1=O	8
COc1ccc(-c2nc(C#N)c(N3CCCC3)o2)cc1OC	0
C=CCNc1nc(C(=O)OCC(=O)N(C)Cc2ccccc2)cs1	-8
CCOC(=O)C[C@@H]1OC2CCCCC2N1S(=O)(=O)c1ccc(C)cc1 (some centres not stated)	2
O=C(NCCc1ccccn1)C1CC1	10
CC(N(C)CC(=O)NC(N)=O)C(C)(C)C (configuration not stated)	13
Cc1ccc(-c2nc(CSc3n[nH]c(N)n3)no2)cc1	11
Cc1ccccc1CNC(=O)c1cc2c(C)nn(C)c2s1	-16
Cc1cccc(C)c1NC(=O)CN(C)C(=O)COc1ccc2oc3c(c2c1)CCCC3	4
O=C(NCCc1cccnc1)c1cccc(F)c1	1
COC(=O)c1ccc(OC(=O)c2ccc(N(C)C)cc2)cc1	-2
CCOC(=O)[C@]12CCCC=C1N(Cc1ccc3c(c1)OCO3)C(=O)[C@H](CC(=O)N1CCN(C(=O)C3CC3)CC1)C2	-1
COCCn1c(N2CCN(Cc3c(Cl)cccc3Cl)CC2)nc2c1c(=O)[nH]c(=O)n2C	3
CN(C)S(=O)(=O)c1ccc(C(=O)OCC(=O)Nc2ccccc2C(F)(F)F)cc1	7
CC(Sc1ncccn1)c1cccc(NC(=O)c2ccccc2)c1 (configuration not stated)	10
COCCCNC(=O)c1cc(-c2cccs2)nc2ccccc12	3
Cc1cccn2cc(CN3CCN(S(=O)(=O)c4cccc(C(F)(F)F)c4)CC3)nc12	-1
O=C(OCC(=O)N1CCCC1)c1cc(-c2ccco2)nc2ccccc12	10
CC(C)(CO)NCc1cc(=O)oc2cc3c(cc12)CCC3	9
CC(C)C(=O)N(Cc1cc2ccccc2[nH]c1=O)c1ccccc1	0

For convenience, some entries already given:
structure	LDHA block
Cc1cccn2cc(CN3CCN(S(=O)(=O)c4cccc(C(F)(F)F)c4)CC3)nc12	-1
O=C(OCC(=O)N1CCCC1)c1cc(-c2ccco2)nc2ccccc12	10
CC(C)(CO)NCc1cc(=O)oc2cc3c(cc12)CCC3	9
CC(C)C(=O)N(Cc1cc2ccccc2[nH]c1=O)c1ccccc1	0

Compound activity (PubChem)
